# High-throughput results (PubChem BioAssay)
# FBPA Giardia inh: Giardia lamblia aldolase inhibition; A8B2U2; 290,000 compounds, 0.71% hits; purified Giardia FBPA; Potency, µM (doses to about 59.6 µM), without a hit: at the top dose activity, negative = inhibition, hits mostly inhibitors; AID 2451; note: potency is the fitted concentration of half-maximal effect; nearly all actives have a fitted effect of over 55% in size
# Target sequence (A8B2U2 whole entry, looked up): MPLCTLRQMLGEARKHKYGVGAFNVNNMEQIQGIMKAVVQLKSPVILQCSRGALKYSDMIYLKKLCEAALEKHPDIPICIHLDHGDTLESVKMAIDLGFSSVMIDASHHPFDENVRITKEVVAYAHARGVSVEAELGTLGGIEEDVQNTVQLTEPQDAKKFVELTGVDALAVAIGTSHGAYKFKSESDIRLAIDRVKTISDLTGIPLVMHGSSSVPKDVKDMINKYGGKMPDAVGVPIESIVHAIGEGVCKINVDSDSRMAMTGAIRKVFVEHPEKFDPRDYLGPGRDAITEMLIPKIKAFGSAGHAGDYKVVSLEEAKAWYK
#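 Giardia FBPA (40 nM reagent) was preincubated 10 min at RT with compound (up to 57.5 uM final), then substrate plus GAPDH/TPI/NAD/arsenate coupling system with diaphorase/resazurin was added; resorufin fluorescence (525/598 nm) was read after 20 min.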
# Sm TGR inh: S. mansoni TGR enzyme inhibition; purified TGR, DTNB reduction, TNB absorbance 405 nm; Potency, µM (doses to about 114 µM), for the others: at the top dose activity change, negative = inhibition, hits mostly inhibitors; 360,000 compounds, 3% hits; AID 485364; note: potency is the fitted concentration of half-maximal effect; nearly all actives have a fitted effect of over 60% in size
#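 TGR 20 nM + NADPH 100 uM (dispensed conc.), cpd preinc 15 min RT; start with NADPH (500 uM addition) then DTNB (15 mM addition). Kinetic TNB absorbance, 405 nm filter. Four-parameter Hill fit across titration.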
# AmpC detergent: inhibitors of E. coli AmpC beta-lactamase with detergent. AmpC hydrolysis of nitrocefin, absorbance 480 nm, 0.01% Triton. Potency, µM (series often up to 114 µM), for the others: top-dose activity change, negative = inhibition, actives largely listed as inhibitors. 370,000 compounds, 0.041% hits. AID 485294;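 note: potency is the fitted concentration of half-maximal effect; 0% = no-compound wells and -100% = no-enzyme wells; nearly all actives have a fitted effect of over 25% in size; some results filed as inactive show a strong effect at the top dose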
# Target sequence (P00811 whole entry, looked up): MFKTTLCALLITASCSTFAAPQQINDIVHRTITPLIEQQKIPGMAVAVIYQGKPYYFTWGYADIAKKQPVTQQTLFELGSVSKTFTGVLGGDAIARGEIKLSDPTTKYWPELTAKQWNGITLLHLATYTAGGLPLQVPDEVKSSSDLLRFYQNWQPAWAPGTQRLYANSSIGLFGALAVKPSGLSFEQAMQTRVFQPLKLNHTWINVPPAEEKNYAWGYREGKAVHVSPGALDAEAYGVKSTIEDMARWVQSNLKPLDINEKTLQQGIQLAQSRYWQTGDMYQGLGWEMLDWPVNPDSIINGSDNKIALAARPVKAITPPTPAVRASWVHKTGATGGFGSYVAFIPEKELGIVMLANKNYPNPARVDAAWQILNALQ
#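 AmpC (5.3 nM in the dispensed reagent) in 20 mM phosphate pH 7.0 with 0.01% (detergent screen) or 0.0001% Triton X-100 was preincubated with compounds for 15 min at room temperature. Nitrocefin was then added from an 800 uM solution, and hydrolysis was followed at 480 nm.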
# HCV inhibitor: blocks hepatitis C virus; Huh7.5.1 HCVcc-Cre infection, luciferase reporter, 44 h; Potency, µM (top dose mostly 41.8 µM), for the others: at the top dose activity change, negative = inhibition, usual class: inhibitors; 340,000 compounds, 3.4% hits; AID 651820; note: potency is the fitted concentration of half-maximal effect
#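 After 44 h co-culture of compound, cells and HCVcc-Cre (~0.5 moi), substrate is added for 15 min at room temperature and luciferase measured over 15 sec. Cells were seeded at 1,000/well and pre-cultured 4 h.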
# AMA1 RON2 block: disrupts binding of P. falciparum AMA1 to RON2; Potency, µM (titrated, usually from 58.2 µM), inactives show at the highest dose activity change, negative = inhibition, actives largely listed as inhibitors; 360,000 compounds, 0.2% hits; AlphaScreen AMA1-biotinylated RON2 peptide binding;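 note: potency is the fitted concentration of half-maximal effect; 0% = vehicle wells and -100% = peptide control; nearly all actives have a fitted effect of over 45% in size; some results filed as inactive show a strong effect at the top dose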
#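 AMA1 (3D7) with his tag at 25 nM final met compounds first, then biotinylated RON2 peptide at 25 nM; detection used donor plus acceptor beads, 10 µg/mL apiece, read by AlphaScreen after 30 min at room temperature.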
# HCMV antiviral: human cytomegalovirus inhibition | HFF cells, HCMV-luciferase reporter, 72 h; hits give low values | activity change, negative = inhibition, % at 57.5 µM | 410,000 compounds, 4.5% hits | AID 1259415; in the data active = activity change below about -60%; inconclusive = no clear call, values can overlap the other calls; inactive = above about -39%
#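 Screen run at 2 compound doses on HFFs infected with reporter HCMV, MOI 1 PFU/cell. Luciferase activity from cell lysates at 72 h post infection gave inhibition relative to buffer-only and Salinomycin wells.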
# Starred values were filed as active, the others as inactive; u = inconclusive; x = not tested or not shown; & = joins results of further samples; [ ] = another dose, or the depositor's remark. Unless noted, calls come from the whole dose curve; as a rule, active = well fitted curve in the direction sought with a large enough effect; inconclusive = small, poorly fitted or top-dose-only effect, or another doubt; inactive = no such curve, though single readings can be large; an effect the other way counts as inactive or inconclusive. Unless noted, % is set by controls: 0 for no effect and ±100 for the full control effect. Not a hit list. About 9.3% of those tested had a hit in this group.
# Start of the data: the first 6 compounds, to show the layout:
cpd	SMILES	Sm TGR inh	AmpC detergent	FBPA Giardia inh
1	COc1ccc(-c2nc(N)ncc2-c2ccc(OC)c(OC)c2)c(O)c1	-15%	-1%	-12%
2	COCCn1c(SC(C)C(=O)NCC2CCCO2)nc2scc(-c3ccc(F)cc3)c2c1=O (configuration not stated)	-2%	0%	x
3	CCn1c(C)nnc1SCC(=O)NC1CCCCCC1	-2%	-1%	x
4	Cc1ccc2nsnc2c1NC(=O)c1cncc(Br)c1	u	-7%	-18%
5	N#CCC(=O)Nc1ccc(C(=O)OCC(=O)NC(=O)NCc2ccco2)cc1	x	x	x
6	CN(C1CCCC1)C1CCN(C(=O)CNC(=O)/C=C/c2ccccc2)CC1	6%	13%	-1%

cpd	HCMV antiviral	AMA1 RON2 block	HCV inhibitor
1	114	-12%	1%
2	-1	-4%	u
3	9	-2%	5%
4	28	12%	3%
5	u	-2%	6%
6	u	5%	20%

# The list itself, from the first entry:
cpd	SMILES	Sm TGR inh	AmpC detergent	FBPA Giardia inh
1	COc1ccc(-c2nc(N)ncc2-c2ccc(OC)c(OC)c2)c(O)c1	-15%	-1%	-12%
2	COCCn1c(SC(C)C(=O)NCC2CCCO2)nc2scc(-c3ccc(F)cc3)c2c1=O (configuration not stated)	-2%	0%	x
3	CCn1c(C)nnc1SCC(=O)NC1CCCCCC1	-2%	-1%	x
4	Cc1ccc2nsnc2c1NC(=O)c1cncc(Br)c1	u	-7%	-18%
5	N#CCC(=O)Nc1ccc(C(=O)OCC(=O)NC(=O)NCc2ccco2)cc1	x	x	x
6	CN(C1CCCC1)C1CCN(C(=O)CNC(=O)/C=C/c2ccccc2)CC1	6%	13%	-1%
7	CC1CN/C(=C\C(=O)c2ccc(Cl)cc2)C(=O)N1 (configuration not stated)	-4%	-11%	3%
8	CC(C)(C)c1nc(C(C)(C)C)c(Br)c(=O)[nH]1	-12%	-10%	2%
9	CCCCC1CCC(C(=O)Nc2ccc(N3CCOCC3)cc2N2CCOCC2)CC1 (configuration not stated)	1%	10%	x
10	c1ccc2sc(NC3=NCCN3)nc2c1	3%	-7%	-1%
11	Cc1ccc(S(=O)(=O)N2CCOCC2)cc1C(=O)OC(C)C(=O)c1ccccc1 (configuration not stated)	5%	-16%	x
12	C/C(=N\NC(=O)Cn1c(-c2ccccn2)nc2ccccc21)c1cccc(O)c1	-8%	-2%	3%
13	CCCCN1C[C@H](CO)Oc2cccc(F)c2S1(=O)=O	x	x	x
14	COC(=O)Cc1[nH]c(Cl)nc1C(N)=O	10%	-5%	-14%
15	CCSc1nnc(NC(=O)CCN2C(=O)C3CCCCC3C2=O)s1 (configuration not stated)	-2%	-8%	x

cpd	HCMV antiviral	AMA1 RON2 block	HCV inhibitor
1	114	-12%	1%
2	-1	-4%	u
3	9	-2%	5%
4	28	12%	3%
5	u	-2%	6%
6	u	5%	20%
7	36	-4%	15%
8	-8	-9%	0%
9	37	-6%	3%
10	34	-1%	30%[activator]
11	-39	3%	3.5µM*
12	-3	8%	-28%
13	9	13%	0.56µM*
14	4	-15%	-8%
15	0	-3%	10%

cpd	SMILES	Sm TGR inh	AmpC detergent	FBPA Giardia inh
16	O=C(CN1C(=O)c2ccccc2C1=O)Nc1sc2c(c1C(=O)NCc1ccco1)CCCC2	-20%	u	1%
17	COc1cccc(NC(=O)[C@@H]2CCCN2C(=O)C2CCN(S(=O)(=O)c3ccc(C)cc3)CC2)c1	-2%	u	5%
18	O=C(CSc1ccc2nnc(-c3ccccc3)n2n1)NCC1CCCO1 (configuration not stated)	7%	4%	0%
19	COc1ccc(C(=O)Nc2ccncc2)c(OC)c1	5%	6%	-2%
20	COc1ccccc1C/C(N)=N/OC(=O)c1cccs1	x	1%	0%
21	O=C(CC1NCCNC1=O)Nc1ccc2c(c1)OCO2 (configuration not stated)	-9%	-4%	0%
22	O=C(NC1CCCCC1)c1ccccc1NC(=O)C1CC(=O)N(c2ccc(Cl)cc2)C1 (configuration not stated)	-2%	-8%	-1%
23	Cc1ccccc1C(=O)NCC(c1ccco1)N1CCc2ccccc21 (configuration not stated)	-3%	2%	x
24	O=C(Cn1c(=O)nc(-c2ccccc2)c2ccccc21)Nc1ccc(Cl)cc1F	0%	2%	x
25	CCN(CC)S(=O)(=O)c1ccc2c(c1)N(CC(=O)N1CCN(c3cccc(C)c3C)CC1)C(=O)CO2	4%	3%	x
26	CCOC(=O)Cn1c(=O)n(C2CCCCC2)c2nc(-c3cccc(F)c3)nc(C(N)=O)c21	-10%	11%	x
27	O=C(O)C1C2C=CC(C2)C1C(=O)Nc1cccc(C(=O)N2CCCCC2)c1 (configuration not stated)	-20%	-8%	8%
28	CC(CNC(=O)c1ccc(NC2=NC3CS(=O)(=O)CC3S2)cc1)c1ccccc1 (configuration not stated)	-22%	-4%	-12%
29	Cc1ccc(NC(=O)C2CCN(C(=O)c3cnn(-c4ccccc4)c3-n3cccc3)CC2)cc1C	8%	10%	x
30	C#CC(C)(CC)NC(=O)Cn1nnc(-c2ccc(OCc3c(F)cccc3Cl)cc2)n1 (configuration not stated)	-1%	-6%	x

cpd	HCMV antiviral	AMA1 RON2 block	HCV inhibitor
16	31	5%	0%
17	22	-2%	-4%
18	31	-22%	2%
19	-6	2%	u
20	65	15%	u
21	6	9%	26%
22	56	-5%	1%
23	-23	-5%	-3%
24	-18	x	x
25	-2	x	x
26	7	x	x
27	-14	0%	7%
28	-13	11%	18%
29	-21	x	x
30	-28	x	x

cpd	SMILES	Sm TGR inh	AmpC detergent	FBPA Giardia inh
31	C[C@@]12CCC[C@@](C)(C(=O)O)C1CC[C@@]13C[C@@H](NCc4ccccc4)[C@@](C)(CCC12)C3 (some centres not stated)	0%	1%	x
32	Cc1cc(C(C)C)n2c(nc3ccccc32)c1C#N	8%	7%	1%
33	CCn1c(SCC(=O)NCc2ccccc2)nc2ccccc2c1=O	6%	-3%	10%
34	COC(=O)C1=C(C)NC(C)=C(C(=O)OC)C1C(=O)OCc1nnc(-c2ccccc2)o1	5%	0%	x
35	COC(=O)[C@H](C)NC(=O)Nc1cccc(C(F)(F)F)c1	3%	-6%	2%
36	CC(C)=CCN1CCN(Cc2nc(-c3ccccc3)cs2)CC1CCO (configuration not stated)	4%	5%	-1%
37	CC1Cc2nc(SCC(=O)Nc3ccc4c(c3)OCO4)n(Cc3ccccc3)c(=O)c2S1 (configuration not stated)	1%	-8%	-3%
38	Nc1nc(-c2ccccc2)c(-c2ccccc2)n1N	-9%	5%	4%
39	Cn1nc(C(F)(F)F)c(-c2ccc(Br)cc2)c1NC(=O)c1ccco1	5%	0%	5%
40	Cc1ccc(S(=O)(=O)C2(S(=O)(=O)c3ccc(C)cc3)CC2)cc1	-2%	-1%	-6%
41	CCC(=O)n1nc(NCc2ccccc2OC)nc1NCc1ccccc1OC	6%	-12%	-5%
42	CCn1c(SCC(=O)C(C)(C)C)nnc1-c1cccnc1	1%	-14%	0%
43	Cc1nnc(SCC(=O)Nc2ccccc2)n(N)c1=O	11%	2%	-3%
44	Cc1cn(S(=O)(=O)c2ccc(Br)c3ccccc23)cn1	2%	-12%	-28%
45	O=c1[nH]cnc2c1nc(NCc1ccccc1)n2C1O[C@@H](CO)[C@H](O)[C@@H]1O (some centres not stated)	7%	-9%	-8%

cpd	HCMV antiviral	AMA1 RON2 block	HCV inhibitor
31	30	-6%	-7%
32	x	x	x
33	-6	0%	-19%
34	6	19%	-1%
35	28	-3%	11%
36	-25	-21%	-16%
37	56	-2%	-26%&-12%
38	-6	98%[activator]	0%
39	u	-6%	u
40	-24	0%	2%
41	0	-9%	11µM*
42	-10	-2%	10%
43	-31	-5%	24%
44	x	x	14%
45	-7	0%	7%

cpd	SMILES	Sm TGR inh	AmpC detergent	FBPA Giardia inh
46	CCc1nccn1-c1cc(C(C)(C)C)nc2c(-c3ccc(Cl)cc3)cnn12	-7%	u	3%
47	CCc1nn(CC(=O)NC(C)C)c(=O)c2cc3cc(F)ccc3n12	0%	0%	x
48	C/C(=N\NC(=O)c1cc(-c2cccc([N+](=O)[O-])c2)n[nH]1)c1ccc(F)cc1	13%	u	-1%
49	CC(C)C(C)NC(=O)CN1C(=O)NC2(CCc3ccccc32)C1=O (configuration not stated)	-11%	-2%	25%
50	COc1ccc(CCNC(=O)C(=O)NCC(c2ccco2)S(=O)(=O)c2cccs2)cc1OC (configuration not stated)	3.5µM*	4%	x
51	CCOc1ccc2cc(S(=O)(=O)N3CCCCC3)ccc2c1	24%	2%	1%
52	O=C(Cn1c(=O)nc(-c2ccccc2)c2ccccc21)NCc1ccc(F)cc1	8%	-1%	x
53	N#Cc1nnn2c1nc(N)c1c(F)cccc12	x	x	x
54	O=C(Nc1nc2c(s1)CCc1ccccc1-2)c1cccs1	-25%	-5%	-10%
55	O=C(COC(=O)CSc1ccc([N+](=O)[O-])cc1)NCCc1ccccc1	-5%	-2%	x
56	COc1cc([C@@H]2OC[C@@H]3[C@H]2CO[C@@H]3c2ccc3c(c2)OCO3)ccc1O	x	x	x
57	CCCNC(=O)NC1CCCc2ccccc21 (configuration not stated)	8%	1%	-1%
58	CCOC(=O)N1CCN(C(=O)C2CCCN(S(=O)(=O)c3ccc(C)cc3)C2)CC1 (configuration not stated)	12%	-7%	0%
59	CC(=O)CCc1oc2ccc(NC(C)=O)cc2c1-c1ccc(C)o1	20µM*	0%	-7%
60	CCOC(=O)c1cc(S(=O)(=O)N2CCN(C(=O)OCC)CC2)cn1C	u	-1%	8%

cpd	HCMV antiviral	AMA1 RON2 block	HCV inhibitor
46	-14	7%	11%
47	-6	x	x
48	-1	54%[activator]	7%
49	26	14%	21%
50	1	x	x
51	14	-6%	-30%
52	-10	x	x
53	18	9%	3%
54	100	13%	u
55	-10	9%	-6%
56	-15	-5%	-2%
57	14	-6%	11%
58	-61*	-1%	-27%
59	x	-5%	-23%
60	-21	-3%	4%

cpd	SMILES	Sm TGR inh	AmpC detergent	FBPA Giardia inh
61	Cc1cc(OCC(=O)NNC(=O)CCc2ccccc2)ccc1Br	23%	-14%	13%
62	O=[N+]([O-])c1ccc(-c2csc(Nc3ccccc3)[n+]2Cc2ccccc2)cc1	-2%	-15%	1%
63	COc1ccc(C(=O)COC(=O)Cc2n[nH]c(=O)c3ccccc23)c(OC)c1	2%	u	x
64	Cc1cccc(C(=O)N[C@H](C(=O)Nc2cccc(S(=O)(=O)N3CCCC3)c2)C(C)C)c1	-9%	1%	-1%
65	O=C(Cc1ccc(F)cc1)Nc1nnc(SCC(=O)NC2CCCC2)s1	-1%	1%	8%

cpd	HCMV antiviral	AMA1 RON2 block	HCV inhibitor
61	-12	24%	0%
62	29	u	-1%
63	15	-7%	-16%
64	-33	-1%	u
65	5	0%	-13%
